Abeta yeast res – restores growth of yeast expressing A-beta42 peptide; yeast expressing A-beta42, growth rescue, OD600, 48 h; response scale: 0% DMSO, 100% iron-clioquinol control; actives 0.063% (n = 410,000); Potency, µM (doses to about 46.1 µM), without a hit: at the top dose growth rescue, hits mostly activators; also: potency is read from the fitted curve at half-maximal effect; nearly all actives have a fitted effect of over 55% in size
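Growth rescue measured by 600 nm absorbance after 48 h yeast culture at 30 C with compound. Values normalized between DMSO and an equimolar ferric chloride plus clioquinol control.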
IL2 activator – activates IL-2 in a cell-based reporter assay | AID 652025 | IL-2 activation reporter assay, cell-based qHTS; stimulated with anti-CD3/CD4/CD28 beads; in transgenic mouse T cells | actives 0.065% (n = 360,000) | activation, % (series mostly up to about 46 µM); in the data active = activation above about 50%; inconclusive = mostly about 30% to 49%; also: 0% is about no effect
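Screening format: compound pinned onto unstimulated transgenic mouse T cells, 60 min incubation, then anti-CD3/anti-CD4/anti-CD28 bead stimulation for 18 hours at 37 degrees C, followed by EGFP and DsRed detection.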
EPAC1 antagonist – antagonists of human EPAC1; EPAC1 GEF assay, Rap1b-BODIPY-GDP exchange fluorescence; Potency, µM (top dose mostly 115 µM), for inactives: at the highest dose activity change, negative = inhibition, usual class: inhibitors; actives 0.14% (n = 360,000); AID 720709;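 also: potency is read from the fitted curve at half-maximal effect; plate controls were vehicle for no effect and positive control for full effect; nearly all actives have a fitted effect of over 50% in size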
PLK1 PBD block – PLK1 (human) polo-box domain binding inhibition; P53350; Plk1 PBD binding of FITC phosphopeptide, fluorescence polarization; Potency, µM, for the others: max response, negative = inhibition, most hits filed as inhibitors; actives 2.8% (n = 360,000); also: potency is read from the fitted curve at half-maximal effect; series mostly up to about 57 µM; % is scaled to controls: 0 for no effect and ±100 for the full control effect; nearly all actives have a fitted effect of over 65% in size
Target sequence (P53350 whole entry, looked up, the tested form may be a part): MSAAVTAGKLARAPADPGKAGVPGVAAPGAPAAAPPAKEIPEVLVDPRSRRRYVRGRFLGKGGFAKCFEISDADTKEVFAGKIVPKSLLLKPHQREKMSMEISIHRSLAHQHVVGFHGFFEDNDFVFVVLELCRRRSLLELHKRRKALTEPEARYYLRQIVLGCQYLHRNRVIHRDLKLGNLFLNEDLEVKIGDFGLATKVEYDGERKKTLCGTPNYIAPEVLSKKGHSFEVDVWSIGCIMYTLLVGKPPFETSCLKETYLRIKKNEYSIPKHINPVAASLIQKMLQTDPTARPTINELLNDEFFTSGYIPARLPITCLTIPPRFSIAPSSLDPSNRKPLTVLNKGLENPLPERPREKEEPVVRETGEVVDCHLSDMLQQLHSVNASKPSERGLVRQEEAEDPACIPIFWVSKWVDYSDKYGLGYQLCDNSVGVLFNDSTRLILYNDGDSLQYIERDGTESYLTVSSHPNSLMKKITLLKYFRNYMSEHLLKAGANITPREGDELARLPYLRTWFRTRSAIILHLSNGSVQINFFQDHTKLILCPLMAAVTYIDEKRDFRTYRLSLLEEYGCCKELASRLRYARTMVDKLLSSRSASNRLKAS
WRN inhibitor – WRN helicase (human) inhibition; Q14191; WRN helicase unwinding, fluorescent forked duplex, kinetic; Potency, µM (titrated, usually from 114 µM), for inactives: at the highest dose activity change, negative = inhibition, actives largely listed as inhibitors; actives 0.46% (n = 360,000); AID 651768; also: potency is read from the fitted curve at half-maximal effect; % is scaled to controls: 0 for no effect and ±100 for the full control effect; nearly all actives have a fitted effect of over 55% in size
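WRN at 20 nM final preincubated with compound 15 min at room temperature; reaction started with 100 nM fluorophore/quencher forked duplex oligonucleotide and 2 mM ATP final. Unwinding followed kinetically by red fluorescence (ex 525, em 598 nm).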
aSyn yeast inh – alpha-synuclein toxicity inhibition in yeast | Yeast expressing alpha-synuclein, growth rescue, BacTiter-Glo, 24 h | Potency, µM (doses to about 46.1 µM), for the others: top-dose growth rescue (activation), most hits filed as activators | actives 0.14% (n = 370,000) | AID 652106; also: potency is read from the fitted curve at half-maximal effect; % of control where 0% means no effect; nearly all actives have a fitted effect of over 65% in size
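Galactose-induced alpha-syn yeast (OD600=0.02, raffinose-pregrown) + pinned cpd, 24 hr, 30 deg C; growth by BacTiter-Glo luminescence. Growth restoration scores as activation.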
FUS suppressor – FUS proteinopathy suppression in yeast. AID 1347120. Potency, µM (titrated, usually from 76.6 µM), inactives show at the top dose growth rescue (activation), hits mostly activators. S. cerevisiae FUS-expressing, growth rescue, OD600, 24 h. actives 0.24% (n = 390,000);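 also: potency is read from the fitted curve at half-maximal effect; plate controls were DMSO vehicle for no effect and reference control for full effect; nearly all actives have a fitted effect of over 55% in size; some results filed as inactive show a strong effect at the top dose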
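Yeast expressing FUS under galactose induction, OD 0.005 in 2% galactose medium; compounds in a dilution series, 24 h at 30C. Growth rescue by absorbance at 600 nm; CP55940 positive control, DMSO negative.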
PI5P4Ka inh – inhibitors of human PI5P4K alpha; PI5P4Kalpha enzyme, ADP-Glo luminescence, 60 min; hits give low values; max response, %; AID 652105; actives 1.2% (n = 330,000); P48426; active = max response of -50% or lower; inconclusive = between -30% and -50%; inactive = -30% or higher; also: value at the top dose of about 77 µM; % is scaled to controls: 0 for no effect and ±100 for the full control effect
Target sequence (P48426 whole entry, looked up): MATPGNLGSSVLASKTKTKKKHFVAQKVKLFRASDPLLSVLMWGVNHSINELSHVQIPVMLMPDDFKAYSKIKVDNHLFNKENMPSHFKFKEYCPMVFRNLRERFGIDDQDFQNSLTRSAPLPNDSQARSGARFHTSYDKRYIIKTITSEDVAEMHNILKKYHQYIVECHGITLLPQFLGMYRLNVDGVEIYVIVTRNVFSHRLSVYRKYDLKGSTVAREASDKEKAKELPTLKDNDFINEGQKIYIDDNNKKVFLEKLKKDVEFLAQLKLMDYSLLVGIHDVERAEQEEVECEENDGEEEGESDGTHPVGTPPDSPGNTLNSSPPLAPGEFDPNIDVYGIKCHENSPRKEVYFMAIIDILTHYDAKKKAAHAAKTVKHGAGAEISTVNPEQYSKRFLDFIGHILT
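PI5P4Kalpha ADP-Glo assay; 5 microM ATP final; 60 min RT reaction; HEPES pH 7.4/EGTA/CHAPS, 5% DMSO; controls lacking substrate or enzyme; luminescent end-point.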
EPAC1 ag – EPAC1 (human) agonism; actives 0.073% (n = 360,000); O95398; EPAC1 agonist qHTS, biochemical assay; response scale: 100% = response to 6.5 mM cAMP; Potency, µM (series often up to 154 µM), for the others: top-dose activation, hits mostly activators; also: potency is read from the fitted curve at half-maximal effect; nearly all actives have a fitted effect of over 60% in size
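Normalized to 6.5 mM cAMP, activity reflects EPAC1-catalysed release of BODIPY-GDP from Rap1B, followed kinetically over 30 min at 480 nm excitation, 540 nm emission. Reaction contained 100 nM EPAC1, 250 nM Rap1B-BODIPY-GDP, 50 uM GDP.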
* = called active by the depositor; ? = inconclusive; / = no result given; & = joins results of further samples; [ ] = remark or other dose. Unless noted, calls follow the shape of the dose curve; as a rule, active = well fitted curve in the direction sought with a large enough effect; inconclusive = small, poorly fitted or top-dose-only effect, or another doubt; inactive = no such curve, though single readings can be large; an effect the other way counts as inactive or inconclusive.

Compound	EPAC1 ag	WRN inhibitor	FUS suppressor	IL2 activator	EPAC1 antagonist	PLK1 PBD block	Abeta yeast res	PI5P4Ka inh	aSyn yeast inh
CSCC[C@H](NC(=O)C1CCN(S(=O)(=O)c2ccc(C)cc2)CC1)C(=O)NCC1CCCO1 (stereo partly specified)	-4%	3%	11%	-2.5	12%	-6%	-4%	/	7%
CCC(c1nnnn1-c1ccc2c(c1)OCCO2)N1CCN(c2ccccn2)CC1 (stereo unspecified)	0%	4%	-6%	-0.7	4%	4%	7%	11	6%
COc1cc2sc3ccc(-c4ccc5[nH]ccc5c4)cc3c(=O)c2cc1OC	-5%	-10%	?	0.0	5%	-6%	-7%	-7	1%
C/C(=N/NC(=O)c1ccc(C)s1)c1cccc(NC(=O)COc2ccc(Cl)cc2C)c1	3%	-2%[57.1 µM]	8%	-2.5	2%	-4%	8%	-5	1%
CCS(=O)(=O)N1CCN(c2ccccc2F)CC1	-2%	0%	6%	1.1	-4%	-15%	13%	-10	-6%
COC(=O)CSc1nnc(CNC(=O)c2ccc(S(=O)(=O)N(C)C)cc2)n1C	-4%	-16%	3%	-2.5	-14%	2%	-2%	2	3%
COc1ccc(NC(=O)CSc2n[nH]c(-c3ccco3)n2)cc1	-7%	-7%	-20%	-0.1	11%	0%	6%	3	3%
CCC1CCCCN1CCCNC(=O)CCCOc1cc(=O)n(C)c2ccccc12 (stereo unspecified)	2%	?	7%	-1.7	17%	-10%	-7%	-4	-9%
Cc1cc(S(=O)(=O)N2CCN(c3ccccn3)CC2)ccc1F	0%	4%	-14%	-0.2	-6%	2%	-4%	6	1%
c1ccc2c(Oc3ccc4c(c3)OCO4)nncc2c1	1%	9%	3%	0.2	-9%	-7%	-31%[inhibitor]	-11	0%
COc1ccc(NC(=O)CCNS(=O)(=O)c2ccc(NC(C)=O)cc2)cc1Cl	8%	-4%	43%	0.5	8%	-9%	6%	-13	0%
CC(OC(=O)c1n[nH]c2ccccc12)C(=O)Nc1ccccc1[N+](=O)[O-] (stereo unspecified)	-7%	-6%	/	0.1	-13%	0%	-1%	-6	11%
CCn1cc(C(=O)O)c(=O)c2cnc(N3CCN(C(=S)NC(=O)c4ccc(OC)cc4)CC3)nc21	7%	-8%	24%	1.6	0%	?	5%	2	-1%
O=C(Oc1ccc(-c2cnc3ccccc3n2)cc1)c1ccc(Cl)c([N+](=O)[O-])c1	7%	-2%	-19%	-0.4	-4%	-13%	-16%	-13	-5%
Nc1[nH]c(C(=O)c2ccccc2)c(-c2ccc(F)cc2)c1C(=O)NCCc1c[nH]c2ccccc12	13%	-2%	21%	-0.3	0%	-8%	9%	1	-1%
CC(=O)N1c2ccc(S(=O)(=O)NCCC(=O)N(C)Cc3ccccc3)cc2CC1C (stereo unspecified)	3%	5%	2%&14%	-0.3	6%	0%	9%&5%	2	16%
OCC#CCSc1nnc(-c2ccccc2Br)o1	8%	-7%	-12%	-1.6	-4%	-6%	17%	/	0%
CCOC(=O)C(=Nc1ccccc1)NO	1%	0%	-5%	1.9	-7%	0%	0%	2	-1%
O=[N+]([O-])c1ccccc1CNC1CCCCCC1	8%	2%[11.6 µM]	-36%	3.5	-8%	-11%	5%	3	1%
CCOc1ccc(S(=O)(=O)NCCSCc2ccco2)cc1	3%	-27%	8%	1.5	-12%	-2%	-29%	/	-1%
O=C(Nc1ccccc1F)C1CCCC1	2%	-28%	-14%	-0.6	-5%	-5%	5%	1	-10%
COc1cccc(/C=N/NC(=O)c2nc(-c3ccccc3)cc(-c3ccccc3)n2)c1O	0%	?	19%	-2.4	-6%	-16%	-21%	-17	21%
N/C(=N\OC(=O)CCC(=O)O)c1ncc(C(F)(F)F)cc1Cl	4%	-1%	-11%	-0.1	-10%	1%	7%	-3	1%
CCN1CCn2c3c(c4cccc(C)c42)CCCC31 (stereo unspecified)	11%	-5%	4%	-0.8	-1%	6%	19%	1	7%
O=C(NCCN1CCOCC1)C(=O)NCC1OCCN1S(=O)(=O)c1ccc(Br)cc1 (stereo unspecified)	14%	?	/	2.5	-17%	-4%	-8%	9	-4%
CCN(CC)C(=O)CN1C(=O)c2cccc3cccc(c23)C1=O	7%	-4%	0%	-0.1	-8%	-11%	-12%	0	-6%
CCC(CC)C(=O)Nc1nnc(S(=O)(=O)N2CCc3ccccc32)s1	-15%	1%	-8%&12%	-0.9	-24%	-3%	4%&-1%	-3	-1%
COCC(=O)Oc1c(S(=O)(=O)c2ccc(C)cc2)c(C)nn1C(C)(C)C	-18%	0%	-4%	-2.2	-6%	-4%	-8%	-3	0%
CNC(=O)COc1coc(CN2CCN(c3cccc(Cl)c3)CC2)cc1=O	3%	-3%	-10%	-1.9	5%	0%	7%	-1	8%
O=C(Nc1ccc(OC(F)F)c(Cl)c1)C(c1ccccc1)c1ccccc1	4%	-9%	18%	-0.2	-29%	-11%	2%	3	-1%
Cc1ccc(NC2c3ncccc3C(=O)N2C2CCCCC2)cc1 (stereo unspecified)	0%	-1%	49%	-4.0	12%	-9%	-3%	/	-2%
N/C(COc1cc(Cl)cc(Cl)c1)=N\O	-8%	-15%	-17%	-0.2	4%	3%	-8%	5	12%
Cn1cc(Cl)c(C(=O)OCC(=O)c2ccccc2)n1	5%	-21%	-11%	-2.3	-24%	-7%	4%	-2	0%
COc1ccc(CCN(C)C(=O)CN2C(=O)NC3(CCCCC3C)C2=O)cc1OC (stereo unspecified)	0%	18%	0%	-4.3	15%	-2%	-12%	-3	4%
CC(C)(C)NCCCCOc1ccccc1F	11%	1%	-2%	-2.3	10%	-12%	3%	/	-4%
CN(C)CCN1C(=O)C2C(C(=O)Nc3cc(Cl)cc(Cl)c3)C3C=CC2(O3)C1C(=O)NC1CCCCC1 (stereo unspecified)	-6%	-3%	34%	0.7	16%	-2%	-10%	0	2%
Cc1ccc(S(=O)(=O)c2nc(-c3ccc(F)cc3)oc2SCC(=O)NCC2CCCO2)cc1 (stereo unspecified)	4%	4%	10%	-2.4	6%	-1%	10%	/	5%
Cc1ccc(SCc2ccc(C(=O)Nc3ccccc3C(=O)NC(C)C)cc2)cc1	-6%	-6%	14%	0.6	?	-9%	22%	14	-3%
O=C(CCCC1=NS(=O)(=O)c2ccccc2N1)Nc1ccccc1	-1%	-5%	-19%	-0.4	-12%	-10%	/	0	-2%
COc1cc(C(=O)Nc2cc(C)ccc2C)ccc1OCc1c(C)noc1C	12%	1%	-5%	-0.3	-5%	-9%	-3%	5	-2%
CC(C)C[C@H]1COCCS(=O)(=O)N1Cc1cccc(F)c1	-13%	4%	-2%	0.3	-8%	4%	0%	0	3%
CC(=O)NCCOC(=O)Nc1sc(=S)n(C)c1C	13%	-4%	22%	-1.5	3%	-30%	-6%	/	-1%
CC(C)NC(=O)C1(C)CCN1C(=O)C/C=C/c1ccccc1 (stereo unspecified)	-4%	-2%[57.1 µM]	-5%	1.2	-4%	-5%	-10%	0	-6%
COC(=O)c1ccc(S(=O)(=O)N2CCCCCC2)cc1	9%	5%	20%	-0.2	-1%	-7%	8%	/	6%
CC(C)CNC(=O)COC(=O)Cc1ccc(Cl)cc1	-7%	-12%	4%	-1.6	3%	3%	3%	4	-9%
COc1cc(N)c(Cl)cc1C(=O)OCC(=O)NCC1CCCCC1	-6%	-10%	13%	-0.7	-5%	2%	15%	1	1%
CCCOc1ccc(CNC(=O)c2ccc3c(c2)N(CC)CCS3)cc1	-3%	-3%	-5%	-0.5	-13%	-11%	-5%	7	0%
O=C(C1=CC=CN2CCS(=O)(=O)N=C12)N1CCN(c2cccc(Cl)c2)CC1	4%	10%	-18%	0.9	-9%	-11%	-20%	0	-6%
C=CCN1C(=O)C(O)=C(C(C)=O)C1c1ccccc1F (stereo unspecified)	2%	-1%	-3%	-0.5	4%	-4%	6%	-2	3%
COc1ccc(N2CCC(CNC(=S)Nc3ccc(C)cc3C)C2)cc1 (stereo unspecified)	14%	0%	?	0.7	-7%	?	22µM*	5	-20%

3 structures out of the list, ordered by formula weight, lowest first:
Compound	EPAC1 ag	WRN inhibitor	FUS suppressor	IL2 activator	EPAC1 antagonist	PLK1 PBD block	Abeta yeast res	PI5P4Ka inh	aSyn yeast inh
Cn1cc(Cl)c(C(=O)OCC(=O)c2ccccc2)n1	5%	-21%	-11%	-2.3	-24%	-7%	4%	-2	0%
O=C(CCCC1=NS(=O)(=O)c2ccccc2N1)Nc1ccccc1	-1%	-5%	-19%	-0.4	-12%	-10%	/	0	-2%
CCC(CC)C(=O)Nc1nnc(S(=O)(=O)N2CCc3ccccc32)s1	-15%	1%	-8%&12%	-0.9	-24%	-3%	4%&-1%	-3	-1%

(listing goes on)
Compound	EPAC1 ag	WRN inhibitor	FUS suppressor	IL2 activator	EPAC1 antagonist	PLK1 PBD block	Abeta yeast res	PI5P4Ka inh	aSyn yeast inh
Cc1ccc(-n2ncc3c2CCCC3NC(=O)CSc2ccccn2)cc1C (stereo unspecified)	3%	-35%	/	-3.6	1%	-21%	-24%	-4	-8%
CCOC(=O)c1sc(NC(=O)CCC(=O)O)nc1C	10%	-5%	5%	0.0	-1%	-9%	12%	-1	0%
Cc1ccc(Cl)c2c1NC(=O)C2(O)CC(=O)c1ccc(Br)cc1 (stereo unspecified)	-9%	-12%	26%	4.4	-11%	-9%	?	5	12%
CC(C)(C)OC(=O)N1CCC[C@H]1c1nnc(SCc2ccc(Cl)cc2Cl)o1	-3%	-14%	?	-3.8	?	-8%	3%	13	11%
CN(Cc1ccccn1)C(=O)c1cc(COc2ccc(F)c(F)c2)on1	4%	4%	0%	-0.9	2%	-11%	-6%	1	9%
COC(=O)c1ccc(-c2nc(CN3CCCN(C(=O)c4ccco4)CC3)c(C)o2)cc1	-6%	6%	25%	-1.3	-1%	-8%	-1%	1	0%
O=C1/C(=C/c2ccc3c(c2)OCO3)Oc2cc(OCC(=O)N3CC(O)C[C@H]3C(=O)O)ccc21 (stereo partly specified)	-16%	2%	-1%	-0.4	2%	1%	-22%	4	0%

Source: PubChem
